Screening results from PubChem BioAssay.
KCNQ1 inh = blocks the human KCNQ1 potassium channel; P51787; CHO-K1 KCNQ1, FluxOR thallium flux fluorescence; hits give high values; B-score at 10 µM; hit rate 1.3% among 310,000; AID 2642;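 active = compounds whose thallium flux B-score, printed positive for inhibition, exceeds three library SD while starting fluorescence stays within three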;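 note: channel opened by potassium depolarization with thallium stimulus after 20 min compound exposure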
Target sequence (P51787 whole entry, looked up): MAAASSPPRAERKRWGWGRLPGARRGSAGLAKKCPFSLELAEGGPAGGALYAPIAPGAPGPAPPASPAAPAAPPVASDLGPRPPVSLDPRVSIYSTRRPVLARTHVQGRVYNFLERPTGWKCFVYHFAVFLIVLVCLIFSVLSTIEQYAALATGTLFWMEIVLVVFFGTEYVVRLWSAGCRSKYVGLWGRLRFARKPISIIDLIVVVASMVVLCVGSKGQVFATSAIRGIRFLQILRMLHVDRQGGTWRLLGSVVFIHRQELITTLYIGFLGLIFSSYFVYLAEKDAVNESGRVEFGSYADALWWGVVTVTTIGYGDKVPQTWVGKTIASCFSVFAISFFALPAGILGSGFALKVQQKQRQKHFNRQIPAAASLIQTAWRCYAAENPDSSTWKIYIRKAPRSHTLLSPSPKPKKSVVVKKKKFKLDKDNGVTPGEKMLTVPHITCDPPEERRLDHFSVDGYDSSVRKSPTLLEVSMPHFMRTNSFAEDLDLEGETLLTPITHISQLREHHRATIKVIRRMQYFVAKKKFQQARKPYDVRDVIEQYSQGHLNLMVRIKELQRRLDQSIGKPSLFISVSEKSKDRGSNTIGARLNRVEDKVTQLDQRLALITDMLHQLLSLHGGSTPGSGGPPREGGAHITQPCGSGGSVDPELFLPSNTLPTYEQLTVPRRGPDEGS
TRPC4 block = inhibitors of mouse TRPC4 channel; hit rate 0.39% among 300,000; Q9QUQ5; B-score at 10 µM; AID 2247; HEK293 TRPC4beta/mu-opioid, DAMGO-evoked Fluo4 calcium flux; hits give low values;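 active = B-score over 3 SD under the library average, no early fluorescence shift, positive overall ratio signal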
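Assay system: HEK293 cells with stable TRPC4beta plus mu-opioid receptor expression; Probe or stimulus: DAMGO in two steps, submaximal then maximal; Dosing: single-point compound dosing; Measured by: Fluo4 calcium-dye fluorescence, kinetic read; Read-out basis: B score from integrated Fluo4 fluorescence ratio.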
Dyrk1A ADPGlo = blocks rat Dyrk1A kinase activity; ADP-Glo luminescence, NFATc1 peptide; inhibition, % at 12.5 µM; hit rate 0.43% among 310,000; AID 504441; in the data active = inhibition above about 50%;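 note: plate controls were vehicle with enzyme for no effect and no enzyme for full effect; many of its hits are not listed in these tables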
KCNK3 inh = human KCNK3 channel inhibition, primary screen. O14649. CHO-KCNK3 thallium flux, FluxOR fluorescence; hits give low values. B-score at 10 µM. hit rate 0.84% among 340,000. AID 602410;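 active = B-score under library mean minus 4 SD, starting fluorescence ratio at most library mean plus 5 SD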;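 note: more negative B-score means stronger inhibition of thallium flux through KCNK3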
Target sequence (O14649 whole entry, looked up): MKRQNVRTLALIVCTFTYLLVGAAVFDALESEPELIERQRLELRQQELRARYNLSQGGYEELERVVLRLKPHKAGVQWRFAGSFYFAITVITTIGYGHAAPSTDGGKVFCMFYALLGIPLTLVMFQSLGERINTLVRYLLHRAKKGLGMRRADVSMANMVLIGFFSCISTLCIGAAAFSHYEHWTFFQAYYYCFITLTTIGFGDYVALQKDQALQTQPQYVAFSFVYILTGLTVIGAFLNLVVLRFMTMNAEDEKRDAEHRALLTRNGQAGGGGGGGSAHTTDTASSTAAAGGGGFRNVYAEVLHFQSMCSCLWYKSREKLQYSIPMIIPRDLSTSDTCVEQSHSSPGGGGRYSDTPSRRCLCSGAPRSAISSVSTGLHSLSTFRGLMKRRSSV
TRPC4 PAM = TRPC4 (mouse) allosteric potentiation; AID 2227; HEK293 TRPC4beta/mu-opioid, DAMGO EC20, Fluo-4 Ca2+ flux; hits give high values; B-score at 10 µM; hit rate 0.42% among 310,000; Q9QUQ5;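 active = B-score of calcium response area above 5 SD of library B-scores, with initial fluorescence ratio within 5 SD of library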;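 note: B-score of integrated fluorescence ratio over time as area under calcium response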
hERG rescue = shields human hERG channel from block by proarrhythmic agents; AID 1511; CHO-hERG, FluxOR thallium flux, dofetilide IC70 present; hit rate 0.51% among 310,000; activation (rescue from dofetilide block), less the hit threshold, % at 10 µM; Q12809;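 active = activation above the mean of controls blocked by dofetilide plus 5 SD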;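 note: thallium influx through hERG after potassium depolarization seen as dye fluorescence rise; in these data hits start at about 4.7%; inactives centre near -7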
KCNK9 block = human KCNK9 channel inhibition; Q9NPC2; HEK293 KCNK9, FluxOR thallium flux fluorescence; hits give low values; hit rate 1.2% among 310,000; B-score at 10 µM;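 active = ratio B-score over 3 SD below the library mean, with starting fluorescence within 5 SD of its mean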;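 note: negative B-score means less thallium flux so channel inhibition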
PolyA inh = yeast polyadenylation inhibition | S. cerevisiae SKY197-pL101 polyadenylation reporter, beta-gal luminescence; efflux-impaired pdr1/pdr3 knockout yeast; score 100 = 6 SD above DMSO | hit rate 0.02% among 300,000 | calls only at 12 µM;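 active = lowest replicate activity score at least 50, where 100 means six control SD above control mean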;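 note: yeast exposed to compound for 9 h at 30 °C; higher score means more reporter readthrough which indicates perturbed polyadenylation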
Platelet DG rel = platelet dense granule release activity; human platelet-rich plasma, SFLLRN dense granule ATP release, luminescence; inhibition, %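 (compounds screened at 7.5 µM in platelet-rich plasma)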; hit rate 0.22% among 300,000; AID 1663;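 active = mean replicate score, as percent of positive control, at or above 50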
TRPC4 agonist = activators of mouse TRPC4 channel | Q9QUQ5 | HEK293 TRPC4beta/mu-opioid, Fluo4 calcium fluorescence; hits give high values | B-score at 10 µM | hit rate 0.49% among 310,000 | AID 2237;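 active = B-score above 5 SD of library B-scores, and initial fluorescence ratio not above library mean plus 5 SD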;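 note: positive B-score marks a calcium rise read as TRPC4 activation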
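Material: TRPC4beta and mu-opioid receptor HEK293 stable cells | Incubation: 45 min room-temperature Fluo4 loading, 110 s read | Detection: Kinetic Fluo4 calcium fluorescence | Measure: Integrated baseline-normalised fluorescence ratio, converted to per-well B score | Benchmarks: Low control buffer alone, high control maximal DAMGO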
KCNQ1 act = potentiates or activates the human KCNQ1 potassium channel; P51787; CHO-K1 KCNQ1, thallium flux FluxOR fluorescence; hits give high values; B-score at 10 µM; hit rate 0.35% among 310,000; AID 2648;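 active = fluorescence ratio B-score, a plate-corrected score, at least three library SD, with initial intensity B-score within 5 SD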
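System: Stable KCNQ1 CHO-K1 line | Incubation: 90 min dye loading and 20 min compound exposure, both at room temperature | Measure: Ratio B score | Medium: Assay buffer for compound exposure, DMSO matched across wells | Compound dosing: Single-concentration screen | Probe or stimulus: K+/Tl+ depolarizing stimulus | Measured by: Kinetic FluxOR fluorescence, 10 s baseline plus 110 s post-stimulus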
Starred values were filed as active, the others as inactive; i = inactive; x = no result given. Only part of the results is shown (hit frequency here may not be typical).

SMILES | KCNQ1 inh | TRPC4 block | Dyrk1A ADPGlo | KCNK3 inh | TRPC4 PAM | hERG rescue | KCNK9 block | PolyA inh | Platelet DG rel | TRPC4 agonist | KCNQ1 act
C=CCn1c(Cc2nc3ccc(Cl)cc3[nH]2)n[nH]c1=S | i | i | 3 | i | i | -11 | i | i | -1 | i | i
CC(C)(C)C(=O)N1CCN(c2ccc([N+](=O)[O-])cc2-n2cccc2)CC1 | i | i | -3 | i | 16* | -4 | i | i | -2 | i | i
CSc1nc(-c2ccco2)nn1C(=O)Cc1ccccc1 | i | i | -2 | i | i | -8 | i | i | 4 | i | i
CN1CC(=O)N/C1=N\C(=O)Nc1ccc(O)cc1 | i | i | 2 | i | i | -8 | i | i | 1 | i | i
CCOc1ccc(S(=O)(=O)Nc2cc(Cl)ccc2O)cc1 | i | i | -4 | i | i | -14 | i | i | 2 | i | i
N#CCC(=O)Nc1ccc(C(=O)NCC(c2ccco2)N2CCCCC2)cc1 (stereo not given) | i | i | 1 | i | i | -11 | i | i | -4 | i | i
O=C(Nc1cc(S(=O)(=O)N2CCCC2)ccc1OCC(F)(F)F)c1ccccc1F | i | i | 7 | i | i | -10 | i | i | -1 | i | i
COCc1cc(OC)nc(-c2csc(C)n2)n1 | i | i | -2 | i | i | -8 | i | i | x | i | i
COc1ccccc1NC(=O)c1ccc(N2CC3CC(C2)c2cccc(=O)n2C3)c(NC(=O)c2ccncc2)c1 (stereo not given) | i | i | -1 | i | i | -8 | i | i | -3 | i | i
O=C(COC(=O)c1sc2cc(F)ccc2c1Cl)Nc1ncc(Cl)cc1Cl | i | i | 5 | i | i | 0 | i | i | -3 | i | i
COc1ccc(CCNC(=O)c2ccn[nH]2)cc1OC | i | i | -3 | i | i | -13 | i | i | -28 | i | i
CC(C)n1c(CN(C)Cc2ccccc2)nc2c1c(=O)n(C)c(=O)n2C | i | i | x | x | i | -22 | i | i | 2 | i | i
CCOc1[nH]n(-c2ccc(Cl)cc2)c(=O)c1C=Nc1ccc(O)cc1 | i | i | 8 | i | i | -7 | i | i | -1 | i | i
N#CC1=C(SCC(N)=O)NC(=O)CC1c1ccccc1Cl (stereo not given) | i | i | 4 | i | i | -10 | i | i | 0 | i | i
O=C(O)c1cc(N/N=C/c2c(O)ccc3ccccc23)ccc1Cl | i | i | 73* | i | i | -16 | i | i | -8 | i | i
COc1ccc(C(=O)NC(=S)Nc2ccc(CN3CCOCC3)cc2)cc1 | i | i | x | i | i | -2 | i | i | -4 | i | i
CC(CNC(=O)c1cncc(O)c1)NC(=O)c1cncc(O)c1 (stereo not given) | i | i | -7 | i | i | -7 | i | i | 4 | i | i
CCOc1ccc(NC(=O)COc2ccccc2)c([N+](=O)[O-])c1 | i | i | -2 | i | i | -7 | i | i | 11 | i | i
Cc1cc(N2C(=O)c3ccc(C(=O)Nc4ccccc4O)cc3C2=O)no1 | i | i | 1 | i | i | -9 | i | i | -4 | i | i
O=C(O)CCCNC(=O)c1nn(Cc2ccccc2)c(=O)c2ccccc12 | i | i | 4 | i | i | 2 | i | i | 2 | i | i
Nn1cnc2scc(-c3ccc(Cl)cc3)c2c1=O | i | i | -4 | i | i | -7 | i | i | -5 | i | i
O=C(CCC(=O)N1CCOc2ccccc21)NCCc1ccccc1 | i | i | 3 | i | i | -8 | i | i | 3 | i | i
COc1c(S(=O)(=O)NCCCN2CCOCC2)ccc(Cl)c1Cl | i | i | -4 | i | i | -12 | i | i | 7 | i | i
CCOC(=O)c1sc(N/N=C/c2cc(Br)c(O)c(OC)c2)nc1C | i | i | -3 | i | i | -4 | i | i | -5 | i | i
Cc1nc(SCC(=O)Nc2c(C)nn(C)c2C)c2cnn(-c3ccccc3)c2n1 | i | i | 1 | i | i | -10 | i | i | -1 | i | i
CC(NS(=O)(=O)c1ccc(F)cc1)C(=O)Nc1ccc2c(c1)OCCO2 (stereo not given) | i | i | 2 | i | i | -8 | i | i | 2 | i | i
CCC(C)OC(=O)C1=C(C)OC23OC(N)=C(C#N)C12C(=O)c1ccccc13 (stereo not given) | i | i | 9 | i | i | -12 | i | i | 50* | i | i
COc1ccc(-c2nnc(SCC(=O)Nc3nc4ccccc4s3)n2C)cc1 | i | i | 4 | i | i | -10 | i | i | -1 | i | i
COc1ccc(NC(=O)Nc2cccc(NC(C)=O)c2)c(OC)c1 | i | i | 1 | i | i | -1 | i | i | 0 | i | i
COc1ccc(-n2c(SCC(=O)N3CCOCC3)nc(O)cc2=O)cc1 | i | i | -3 | i | i | -3 | i | i | -18 | i | i
COc1ccc(C(=O)NCCN2CCN(C(=O)c3ccc(OC)cc3)CC2)cc1 | i | i | -3 | i | i | -3 | i | i | -1 | i | i
CCCCCCn1cc(C(=O)O)c(=O)c2ccccc21 | i | i | 5 | i | i | 0 | i | i | 4 | i | i
OCCCCC#Cc1c(-c2ccsc2)sc2ccccc12 | i | i | 5 | i | i | -5 | i | i | 2 | i | i
CCOC(=O)N1CCN(C(=O)CNC(=O)c2ccc(Br)o2)CC1 | i | i | 4 | i | i | -6 | i | i | 5 | i | i
COc1ccc(CN2CC(=O)N(c3ccc(C)c(C)c3)C2=S)cc1OC | i | i | -5 | i | i | -11 | i | i | -7 | i | i
O=C(C1CC1)N1N=C2CCCCC2C1(O)C(F)(F)F (stereo not given) | i | i | 1 | i | i | -19 | i | i | -1 | i | i
COc1ccc(C(=O)C2CCCN(Cc3cccn3-c3ccccn3)C2)cc1F (stereo not given) | i | i | -2 | i | i | -29 | i | i | 1 | i | i
COc1ccc(NC(=O)CC2C(=O)N(Cc3cccs3)C(=S)N2C(C)C)cc1 (stereo not given) | i | i | -6 | i | i | -7 | i | i | -1 | i | i
CCN1CCN(c2ccc(NC(=O)Cc3ccccc3)cc2)CC1 | i | i | -10 | i | i | 0 | i | i | 1 | i | i
COc1ccc(NS(=O)(=O)c2ccc3c(c2)NC(=O)CCS3)cc1Cl | i | i | 8 | i | i | -8 | i | i | 12 | i | i
CCc1ccc2c(c1)cc(CN(C(=S)Nc1cccc(C)c1)C1CC1)c1nnnn12 | i | i | x | i | i | 0 | i | i | 1 | i | i
CCC(Sc1nc2ccccc2c(=O)[nH]1)C(=O)O (stereo not given) | i | i | 2 | i | i | -21 | i | i | 2 | i | i
COc1cc(NC(=O)CCC(=O)Nc2ccc3nc(N4CCOCC4)cc(C)c3c2)cc(OC)c1OC | i | i | 4 | i | i | -9 | i | i | 2 | i | i
Oc1c(C(c2ccccc2Cl)N2CCCC2)ccc2cccnc12 (stereo not given) | i | i | -6 | i | i | -17 | i | i | -6 | i | i
O=C(Cc1c(F)cccc1Cl)NCCc1c[nH]c2ccccc12 | i | i | x | i | i | -3 | i | i | -7 | i | i
O=c1[nH]cnc2c1sc(=S)n2-c1ccccc1 | i | i | 2 | i | i | -2 | i | i | 3 | i | i
COc1ccc(N2CCN(C(=O)C3CCN(C(=O)c4ccc([N+](=O)[O-])cc4)CC3)CC2)cc1 | i | i | 0 | i | i | -8 | i | i | 3 | i | i
Cc1cccc(NC(=O)CSCc2cc(=O)n3ccsc3n2)c1C | i | i | -2 | i | i | -3 | i | i | 3 | i | i
O=C(CN1CCCC1)Nc1ccc(NC(=O)Nc2ccccc2)cc1 | i | i | 4 | i | i | -5 | i | i | 0 | i | i
O=C(CSc1ncn[nH]1)N1CCN(c2nnc(-c3ccccc3)c3ccccc23)CC1 | i | i | 0 | i | i | -22 | i | i | -2 | i | i
COc1ccc(C2C(C(=O)OCC(=O)Nc3ccc(C)cc3)CCC(=O)N2c2ccc(OC)cc2)cc1 (stereo not given) | i | i | -2 | i | i | -1 | i | i | 4 | i | i
O=C(COc1ccc(Cl)cc1)N1CCN(S(=O)(=O)c2ccc(Cl)cc2)CC1 | i | i | 2 | i | i | -7 | i | i | 11 | i | i
Cc1nc2ccccc2nc1CSc1nncs1 | i | i | -5 | i | i | -6 | i | i | 19 | i | i
COc1ccc(OC)c(C2CC(c3ccccc3)=NN2C(=S)Nc2ccccc2)c1 (stereo not given) | i | i | -1 | i | i | -5 | i | i | 9 | i | i
CC(=O)Oc1ccc(-c2csc(Nc3ccc(S(N)(=O)=O)cc3)n2)cc1 | i | i | 35 | i | i | -5 | i | i | -3 | i | i
CCC1Nc2ncnc(N3CCCCC3)c2N(Cc2ccccc2)C1=O (stereo not given) | i | i | -7 | i | i | -9 | i | i | 0 | i | i
COC(=O)c1ccc(NC(=O)CCN2CCOCC2)cc1 | i | i | -8 | i | i | -12 | i | i | -12 | i | i
COc1ccccc1-c1nc(SCC(=O)N2CCOCC2)n[nH]1 | i | i | -4 | i | i | -12 | i | i | -1 | i | i
Cc1ccc(CN(c2ccc(C(=O)NCC3CCCO3)cc2)S(C)(=O)=O)cc1 (stereo not given) | i | i | 3 | i | i | -8 | i | i | -5 | i | i
CSc1ccccc1NC(=O)Nc1cccc(F)c1 | i | i | 6 | i | i | -5 | i | i | -1 | i | i
CC(=O)c1cccc(NC(=O)CN(C)S(=O)(=O)c2ccc3c(c2)CC(C)N3C(C)=O)c1 (stereo not given) | i | i | -5 | i | i | -10 | i | i | 4 | i | i
FC(F)Sc1ccc(-n2cc(-c3ccccc3)[n+]3c2CCC3)cc1 | i | i | 1 | i | i | -15 | i | i | 37 | i | i
COc1ccc(-n2nc(C(=O)NCC(=O)N3CCN(c4ccccc4)CC3)c3ccccc3c2=O)c(OC)c1 | i | i | 0 | i | i | -6 | i | i | 3 | i | i

3 entries drawn at random from those above:
SMILES | KCNQ1 inh | TRPC4 block | Dyrk1A ADPGlo | KCNK3 inh | TRPC4 PAM | hERG rescue | KCNK9 block | PolyA inh | Platelet DG rel | TRPC4 agonist | KCNQ1 act
COc1ccc(-n2nc(C(=O)NCC(=O)N3CCN(c4ccccc4)CC3)c3ccccc3c2=O)c(OC)c1 | i | i | 0 | i | i | -6 | i | i | 3 | i | i
CC(=O)Oc1ccc(-c2csc(Nc3ccc(S(N)(=O)=O)cc3)n2)cc1 | i | i | 35 | i | i | -5 | i | i | -3 | i | i
Cc1ccc(CN(c2ccc(C(=O)NCC3CCCO3)cc2)S(C)(=O)=O)cc1 (stereo not given) | i | i | 3 | i | i | -8 | i | i | -5 | i | i
